Source: PubChem
ABHD4 inh: inhibitors of mouse ABHD4 | purified mABHD4, FP-Rh probe fluorescence polarization | inhibition, % at 8.92 µM | actives 0.54% (n = 370,000) | Q8VD66;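 active = inhibition exceeding the mean over every tested compound plus 3 SD, cut at about 30% in these data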;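 also: 0% = plate median of compound wells and 100% = S159A mutant with DMSO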
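Assay system: mABHD4 protein; medium: HEPES pH 7.0, NaCl, Pluronic buffer; dosing: 8.92 µM, single dose; schedule: 45 min + 60 min at 25 °C; signal: FP readout, ex 525 nm / em 598 nm; read-out: normalized percent inhibition of probe labeling; repeats: single replicate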
TCR CD3 inh: inhibitors of human TCR-CD3 interaction; actives 0.37% (n = 360,000); inhibition, % at 9.4 µM; TAMRA-labeled TCR probe fluorescence, biochemical; in the data active = inhibition above about 19%;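 also: recombinant mutant TCR 2C K166C tagged with TAMRA read by polarization; 0% = receptor in buffer alone and 100% = receptor with positive control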
PG9 Ab binder: small molecules binding HIV-1 gp120 antibody PG9; actives 0.43% (n = 360,000); TR-FRET gp120-PG9 antibody binding; inhibition, % at 6.7 µM; AID 624416; in the data active = inhibition above about 8.5%
NR1D1 modulator: modulates human Rev-erb alpha binding to DNA; P20393; Rev-erbα–FITC-DNA binding, fluorescence polarization, 90 min; activity, % at 10 µM; actives 0.79% (n = 370,000);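 active = activity above about 14%, limit read from the data; passing the limit was not always enough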;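 also: 0% = DMSO wells with 35 nM protein and 100% = DMSO wells with 750 nM protein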
PRMT1 inh: PRMT1 (human) inhibition, primary screen. Q99873. recombinant PRMT1, activity-based probe fluorescence polarization. inhibition, % at 2.79 µM. actives 1.3% (n = 370,000);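 active = inhibition above about 21% made by adding two undisclosed values, limit read from the data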
Target sequence (Q99873 whole entry, looked up): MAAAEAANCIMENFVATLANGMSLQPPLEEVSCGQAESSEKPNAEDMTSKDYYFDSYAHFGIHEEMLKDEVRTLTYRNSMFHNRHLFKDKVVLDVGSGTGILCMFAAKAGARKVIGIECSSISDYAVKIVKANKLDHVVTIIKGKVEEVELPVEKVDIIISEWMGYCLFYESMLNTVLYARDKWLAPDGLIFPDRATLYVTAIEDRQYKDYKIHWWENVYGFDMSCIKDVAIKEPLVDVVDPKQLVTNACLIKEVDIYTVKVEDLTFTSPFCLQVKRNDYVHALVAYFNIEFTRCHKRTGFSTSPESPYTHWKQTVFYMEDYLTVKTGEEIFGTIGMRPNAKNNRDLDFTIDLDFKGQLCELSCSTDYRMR
rCAG binder: molecules binding r(CAG) RNA repeats; r(CAG) RNA repeat, TO-PRO-1 dye displacement fluorescence; inhibition, % at 3 µM; actives 1.3% (n = 370,000);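 active = inhibition above the plate cutoff, the mean of all test compounds on that plate plus 3 SD, cut at about 35% in these data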;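 also: 0% = DMSO alone and 100% = 100 µM mitoxantrone as full dye displacement; higher means more dye released from RNA so lower well fluorescence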
UHRF1 binding: UHRF1 methyl-DNA binding inhibition; Q96T88; UHRF1 binding to methylated oligo, TR-FRET; inhibition, % at 4.4 µM; actives 0.75% (n = 370,000); in the data active = inhibition above about 21%;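 also: UHRF1 SRA domain binding a hemimethylated CpG hairpin DNA probe; 0% = median of test compound wells and 100% = reference inhibitor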
LEDGF integ inh: blocks HIV-1 LEDGF/p75-dependent DNA integration. inhibition, % at 3.7 µM. actives 0.64% (n = 370,000). TR-FRET IN-LEDGF/p75 DNA integration, Eu/Cy5;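 active = inhibition above the screen-wide mean plus 3 SD, cut at about 13% in these data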;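 also: signal is the Cy5 over europium emission ratio at 671 and 618 nm; 0% = plate median of compound wells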
HTRA1 inhibitor: blocks human HTRA1 serine peptidase; Q92743; recombinant HTRA1, FP-rhodamine activity-based probe, fluorescence polarization; inhibition, % at 5.96 µM; actives 0.5% (n = 340,000); in the data active = inhibition above about 36%;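 also: 0% = enzyme with DMSO and 100% = wells lacking enzyme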
MBD2 DNA inh: inhibitors of human MBD2 binding to methylated oligonucleotide | Q9UBB5 | TR-FRET | inhibition, % at 4.4 µM | actives 0.31% (n = 370,000); in the data active = inhibition above about 13%
Target sequence (Q9UBB5 whole entry, looked up): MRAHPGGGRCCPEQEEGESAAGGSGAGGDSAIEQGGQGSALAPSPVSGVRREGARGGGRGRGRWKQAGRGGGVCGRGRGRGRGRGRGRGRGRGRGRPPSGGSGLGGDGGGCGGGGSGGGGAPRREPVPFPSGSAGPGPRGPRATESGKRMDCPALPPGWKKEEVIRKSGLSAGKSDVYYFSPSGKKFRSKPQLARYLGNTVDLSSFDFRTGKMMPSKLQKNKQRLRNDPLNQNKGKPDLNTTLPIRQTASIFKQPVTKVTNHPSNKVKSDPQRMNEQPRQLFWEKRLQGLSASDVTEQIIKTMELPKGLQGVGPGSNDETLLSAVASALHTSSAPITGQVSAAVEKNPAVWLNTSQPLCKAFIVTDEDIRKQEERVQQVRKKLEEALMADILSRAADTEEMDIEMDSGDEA
Numbers without * were called inactive; . = no result given; & = joins results of further samples. An excerpt (hit frequency here may not be typical).

SMILES | ABHD4 inh | TCR CD3 inh | PG9 Ab binder | NR1D1 modulator | PRMT1 inh | rCAG binder | UHRF1 binding | LEDGF integ inh | HTRA1 inhibitor | MBD2 DNA inh
COc1ccc(-c2c(C)nn3c(NC4CCCC4)cc(C)nc23)cc1OC | 12 | -3 | -0.9 | 11 | 3 | -10 | 1 | -3 | 8 | 4
COc1cc(C(=O)Nc2ncccc2C)ccc1OCC(=O)N1CCOCC1 | 2 | -7 | -0.1 | 2 | -1 | 1 | 4 | -6 | -2 | 0
C=CCSc1ncccc1C(=O)NCc1ccc(C)cc1 | 3 | 8 | -0.8 | -3 | 0 | -2 | 0 | -3 | -6 | 5
CCOc1cc(/C=C2/SC(=S)N(Cc3ccccc3)C2=O)ccc1O | -77 | -76 | -3.2 | 5 | -3 | 37* | -2 | 3 | -57 | -1
Cc1ccc(S(=O)(=O)CC(=O)NC(C)c2ccccc2)cc1 (stereo unspecified) | -1 | -10 | -0.1 | -3 | 5 | -4 | 2 | -8 | 0 | -5
O=C(C[n+]1ccccc1)NNc1ccccc1 | -7 | -3 | -0.1 | 4 | 14 | 0 | 2 | -1 | 4 | 2
CCOC(=O)Cc1csc(SCC(=O)NC2CCC(C)CC2)n1 (stereo unspecified) | 6 | 4 | -0.6 | 6 | -2 | -4 | -1 | -1 | 0 | 1
O=C(Nc1cccc(Cl)c1)Nc1nccs1 | -6 | -6 | 2.4 | -1 | -1 | 11 | 2 | 4 | -18 | 2
CS(=O)(=O)N1CCCC(C(=O)NCCCN2CCc3ccccc3C2)C1 (stereo unspecified) | 3 | -5 | -1.6 | -3 | -1 | -2 | -1 | 0 | 2 | 2
COc1ccc(NC(C)=O)c(C)c1 | 5 | 4 | -2.1 | -1 | -1 | -2 | -1 | -3 | -7 | -2
Cc1onc(-c2c(F)cccc2Cl)c1C(=O)N1CCOC12CCCCC2 | -5 | 2 | -1.4 | 8 | 0 | -7 | -1 | -2 | 5 | 1
Cc1cc(=O)oc2cc(OCC(=O)OCC(=O)N(C)C3CCS(=O)(=O)C3)ccc12 (stereo unspecified) | -1 | -2 | 0.3 | 1 | -4 | 0 | -3 | 1 | 0 | -2

Reprinted from the part before: 4 entries; new compounds follow.
SMILES | ABHD4 inh | TCR CD3 inh | PG9 Ab binder | NR1D1 modulator | PRMT1 inh | rCAG binder | UHRF1 binding | LEDGF integ inh | HTRA1 inhibitor | MBD2 DNA inh
CS(=O)(=O)N1CCCC(C(=O)NCCCN2CCc3ccccc3C2)C1 (stereo unspecified) | 3 | -5 | -1.6 | -3 | -1 | -2 | -1 | 0 | 2 | 2
COc1ccc(NC(C)=O)c(C)c1 | 5 | 4 | -2.1 | -1 | -1 | -2 | -1 | -3 | -7 | -2
Cc1onc(-c2c(F)cccc2Cl)c1C(=O)N1CCOC12CCCCC2 | -5 | 2 | -1.4 | 8 | 0 | -7 | -1 | -2 | 5 | 1
Cc1cc(=O)oc2cc(OCC(=O)OCC(=O)N(C)C3CCS(=O)(=O)C3)ccc12 (stereo unspecified) | -1 | -2 | 0.3 | 1 | -4 | 0 | -3 | 1 | 0 | -2
Cc1nc(-c2nnc(SCC(=O)Nc3ccc(Cl)cc3)n2C)cs1 | 2 | 0 | 0.9 | -4 | -2 | -3 | -2 | -3 | 0 | 4
COc1ccc(C(=O)CSC2=NS(=O)(=O)c3cc(Cl)ccc3N2)cc1 | -9 | -12 | -1.4 | 8 | -2 | 9 | 2 | 8 | 1 | -1
N#Cc1c(-c2ccccc2)nc2n1CCS2 | 0 | 4 | -3.0 | -2 | -2 | 0 | -1 | -6 | -10 | 1
CCCCCCCC(=O)N/N=C/c1ccc(Br)cc1 | -8 | 1 | -0.1 | -4 | 1 | -1 | 2 | -4 | -11 | 0
COc1ccc(C)cc1NS(=O)(=O)c1ccc(NS(=O)(=O)c2ccc(NC(C)=O)cc2)cc1 | -17 | 2 | -2.3 | -1 | 2 | 24 | 7 | -3 | -1 | 9
Cc1noc(C)c1S(=O)(=O)N1CCCC(C(=O)Nc2nccs2)C1 (stereo unspecified) | -3 | -1 | -0.3 | 3 | 1 | 1 | -2 | -1 | 3 | 1
COc1ccc(OC)c(N2C(=O)CC(Cc3ccc(Cl)cc3)C2=O)c1 (stereo unspecified) | 3 | -8 | -1.4 | 4 | -1 | -9 | -1 | 4 | -3 | 0
COc1ccc(/C=N/NC(=O)CCCOc2ccc(Cl)cc2Cl)cc1[N+](=O)[O-] | 1 | 9 | 1.1 | -14 | 0 | 2 | 0 | 3 | 0 | 3
CC1CCN(C(=O)Cc2nn(C)c(=O)c3ccccc23)CC1 | 10 | 6 | -0.3 | -1 | 0 | 2 | 0 | 3 | 4 | -1
FC(F)(F)C(F)(F)C(F)(F)c1nnc2ccc(N3CCOCC3)nn12 | -5 | 5 | -1.1 | -3 | 3 | -6 | 14 | 0 | -2 | 6
C#CCN1CCc2onc(-c3ccc(Br)cc3)c2C1=O | -4 | 6 | 0.8 | -3 | -1 | 3 | -2 | 5 | . | 2
O=C(NC1CCCCC1)C1CC(=O)N(c2cccc([N+](=O)[O-])c2)C1 (stereo unspecified) | 5 | 5 | -1.7 | -6 | -2 | -1 | -1 | 0 | 5 | -7

3 of the entries above in order of their number in NR1D1 modulator, high to low:
| Structure | TCR CD3 inh | PG9 Ab binder | NR1D1 modulator | PRMT1 inh | UHRF1 binding | LEDGF integ inh | HTRA1 inhibitor | MBD2 DNA inh |
| --- | --- | --- | --- | --- | --- | --- | --- | --- |
| COc1ccc(C(=O)CSC2=NS(=O)(=O)c3cc(Cl)ccc3N2)cc1 | -12 | -1.4 | 8 | -2 | 2 | 8 | 1 | -1 |
| Cc1noc(C)c1S(=O)(=O)N1CCCC(C(=O)Nc2nccs2)C1 (stereo unspecified) | -1 | -0.3 | 3 | 1 | -2 | -1 | 3 | 1 |
| Cc1nc(-c2nnc(SCC(=O)Nc3ccc(Cl)cc3)n2C)cs1 | 0 | 0.9 | -4 | -2 | -2 | -3 | 0 | 4 |

(more compounds)
SMILES | ABHD4 inh | TCR CD3 inh | PG9 Ab binder | NR1D1 modulator | PRMT1 inh | rCAG binder | UHRF1 binding | LEDGF integ inh | HTRA1 inhibitor | MBD2 DNA inh
Cc1ccc(S(=O)(=O)N(C)C)cc1NC(=O)CSc1nc2ncc(Cl)cc2[nH]1 | -5 | 11 | -1.9 | -5 | 2 | 14 | -3 | 3 | -3 | 1
COc1ccc(S(=O)(=O)N2CCCCCC2)cc1Br | 0 | 1 | 0.6 | 1 | 4 | -5 | -1 | -6 | -6 | 0
CCOC(=O)c1ccc(N2CN(C3CCCCC3)CNC2=S)cc1 | 5 | -3 | -0.3 | 0 | -2 | 1 | 5 | 2 | -2 | 3
CC(=O)Nc1nnc(CSCc2ccc(F)cc2)s1 | 5 | 5 | -1.3 | 5 | -2 | -2 | 0 | -2 | 2 | 2
C=CCN(CC=C)C(=O)c1ccncc1 | -11 | -5 | 3.5 | -3 | 2 | 1 | 5 | 1 | -5 | 1
CCOc1ccc(/C=N\NC(=O)c2c(C)nc3cc(C)ccn23)cc1 | 7 | 4 | -0.9 | -2 | 0 | -2 | -1 | -2 | 4 | 2
COc1ccccc1N1CCN(C(=O)C(CC(C)C)NC(=O)C2CCCCC2)CC1 (stereo unspecified) | -1 | 7 | 1.8 | 0 | -2 | -5 | -1 | 3 | -1 | 1
COc1ccc(NS(=O)(=O)c2cc(NC(=O)CC(=O)c3ccc([N+](=O)[O-])cc3)ccc2C)cc1 | -110 | -7 | -0.1 | 3 | 2 | 42* | 2 | -2 | 45* | -4
Cc1nc2sc(C(c3ccccc3)N3CCN(C(=O)c4ccco4)CC3)c(O)n2n1 (stereo unspecified) | 2 | 0 | -1.1 | -2 | 0 | 0 | -1 | 2 | 0 | 3
N#Cc1c(N)c(C(=O)c2ccccc2)n2ccccc12 | -6 | 0 | -1.1 | 0 | 0 | -3 | -1 | 0 | 4 | -1
COc1cccc(OCC(=O)NNC(=S)Nc2ccc(Cl)cc2Cl)c1 | 7 | 7 | -1.3 | -8 | 3 | 57* | -1 | -3 | -3 | -2
Cc1ccc2c(c1)N(Cc1ccccc1)C(=O)C(C)O2 (stereo unspecified) | 1 | 0 | -0.8 | -3 | -4 | 1 | 2 | 1 | . | 1
Cc1cc(=O)n2[nH]cc(-c3ccccc3)c2n1 | 1 | 0 | 0.2 | -5 | -1 | 4 | -1 | -4 | 12 | -4
CCCCNC(=O)Nc1ccc(C2SCCS2)cc1 | 0 | -2 | -0.1 | -3 | 6 | 2 | 0 | -5 | . | 2
O=C(Nc1ccc(Br)cc1)c1cc(-c2ccc3c(c2)OCO3)on1 | -5 | 0 | -1.4 | 1 | -2 | 0 | 0 | 2 | 4 | 1
COc1ccc(N(CC(=O)N2CCCCCC2)S(=O)(=O)c2ccccc2)cc1 | 0 | -4 | 1.1 | 4 | 2 | 2 | 0 | -7 | -3 | 0
Cc1ccc(-c2csc(N(CCc3ccccc3)C(=O)COc3ccccc3)n2)cc1 | -8 | 6 | -1.6 | -5 | -3 | 2 | -5 | 0 | -4 | -3
Cc1c[n+]([O-])cc(C)c1[N+](=O)[O-] | -2 | 0 | -1.5 | -1 | -1 | 0 | -4 | 0 | -10 | 1
O=C1c2ccc(-c3ccc(Cl)c(C(F)(F)F)c3)cc2S(=O)(=O)c2cccc(C(=O)N3CCN(c4ncc(Br)cn4)CC3)c21 | 0 | -7 | -0.2 | 2 | 2 | 11 | -1 | 0 | -2 | -3
CN=C1SC(C(=O)O)CC(=O)N1C (stereo unspecified) | 2 | 4 | 2.1 | 1 | 1 | 2 | 0 | 5 | 2 | 3
CCCc1[nH]n(-c2nc3ccccc3s2)c(=O)c1C=NCCN1CCOCC1 | -14 | 1 | 0.5 | 1 | -3 | 6 | -2 | 4 | 0 | -5
CCC(Sc1ncccc1C(=O)O)C(=O)N1CCCC1 (stereo unspecified) | 2 | 4 | 1.1 | 2 | -2 | 43* | 0 | -3 | 3 | -1
COc1nc(N(C)C)nc(N(OC)S(=O)(=O)c2ccccc2Cl)n1 | 4 | 6 | -0.7 | -6 | 0 | -4 | -1 | -1 | 5 | 0
COc1ccccc1/C=C1\SC(=S)N(N2C(=O)CCCC2=O)C1=O | 16 | 1 | -3.0 | -1 | 0 | 0 | -6 | 4 | -5 | 3
C[C@H](O)CC1=C[C@H](O)[C@@H](C)OC1=O | -1 | 4 | 0.8 | -3 | -3 | 1 | -4 | 6 | -5 | -7
COc1ccc(Cl)cc1NC(=O)CSc1nc(-c2ccccc2)cc(=O)[nH]1 | -8 | 6 | -2.3 | -4 | -3 | 43* | 2 | 4 | -13 | 3
COc1ccc(/C=N/n2c(C)cc(C)c(C(N)=O)c2=O)cc1 | 6 | -9 | -0.9 | 0 | 1 | -2 | 13 | -3 | 2 | 2
Cc1cccc2c(-c3ccccc3)cc(=O)[nH]c12 | 6 | -3 | -0.9 | -2 | -1 | -4 | 0 | 1 | 5 | 5
CC(C)(C)c1ccc(CN2N=Nc3ccccc3S2(=O)=O)cc1 | 7 | -3 | -1.7 | -1 | 6 | 34 | 1 | -4 | 17 | -7
COC1(OC)N=C(N)C2(C#N)C(c3cccc(Oc4ccccc4)c3)C12C#N (stereo unspecified) | 6 | 1 | 1.6 | 3 | -2 | 3 | -3 | -2 | -6 | -2
CCN(CC)C(=O)c1cccc(C)c1 | -3 | -2 | -1.0 | -1&-2 | 0 | 0 | -3 | 0 | 6 | -4
Cc1c(NC(=O)NCc2ccccc2)c(=O)n(-c2ccccc2)n1C | 5 | 0 | -2.3 | -2 | -1 | 0 | 5 | 3 | 11 | 4
